# GSK3A inh – blockers of GSK3A enzyme activity – biochemical, luminescence, cell-free homogeneous, HTS, primary screen; 0.1% of 320,000 active; Glycogen synthase kinase-3 alpha (Homo sapiens), P49840; inhibition, % at 10 µM; AID 2650, 2010; GSK-3 alpha kinase, ADP-Glo luminescence, 60 min;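 in the data active means inhibition above about 50%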;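 further: GST-tagged GSK-3 alpha with peptide substrate and 25 µM ATP; 0% = DMSO neutral wells and 100% = GW8510 positive control wells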
# PolyA inhibitor – polyadenylation inhibitors in yeast reporter cells, primary screen, luminescence, S. cerevisiae. 0.02% of 300,000 active. S. cerevisiae SKY197-pL101 polyadenylation reporter, beta-gal luminescence; efflux-impaired pdr1/pdr3 knockout yeast; score 100 = 6 SD above DMSO. calls only at 12 µM;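 active means lowest replicate activity score at least 50, where 100 means six control SD above control mean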;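 further: yeast exposed to compound for 9 h at 30 °C; higher score means more reporter readthrough which indicates perturbed polyadenylation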
# DYRK1A inh – rat Dyrk1A kinase inhibitors, primary screen, biochemical, single point, plate reader; Dual specificity tyrosine-phosphorylation-regulated kinase 1A (Rattus norvegicus), Q63470; ADP-Glo luminescence, NFATc1 peptide; inhibition, % at 12.5 µM; 0.43% of 310,000 active; AID 504441, 2011; in the data active means inhibition above about 50%;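 further: plate controls were vehicle with enzyme for no effect and no enzyme for full effect; many of its hits are not listed in these tables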
# hERG rescue – hERG rescue from dofetilide block, primary screen, cell-based, CHO-hERG, FluxOR thallium flux, dofetilide IC70; Voltage-gated inwardly rectifying potassium channel KCNH2 (Homo sapiens), Q12809; dofetilide IC70 present; activation (rescue from dofetilide block), less the hit threshold, % at 10 µM; 0.51% of 310,000 active; AID 1511, 2009;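 active means activation above the mean of controls blocked by dofetilide plus 5 SD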;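 further: thallium influx through hERG after potassium depolarization seen as dye fluorescence rise; in these data hits start at about 4.7%; inactives centre near -7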
# RGS4 pot – RGS4 potentiators or activators, primary screen, cell-based, HEK293 M3R inducible RGS4, calcium flux; 0.92% of 310,000 active; AID 463111, 2010; B-score at 10 µM; carbachol calcium flux Fluo4; stronger effect = lower value;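 active means B-score of the integrated calcium signal more than 4 SD below the library mean, with starting fluorescence not abnormally high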;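 further: negative B-score means reduced calcium response which marks RGS4 activation or potentiation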
#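 System – HEK293 FlpIn-TREx cells, stable M3R, doxycycline-inducible RGS4 · Reagent – ECmax carbachol challenge · Times – compound preincubation 20 min at room temperature before agonist · Technique – Fluo4 fluorescence kinetic imaging of calcium · Measure – B score of integrated Fluo4 ratio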
# KCNQ1 act – potentiators or activators of KCNQ1 channel, primary screen, cell-based, thallium flux, high-throughput. AID 2648, 2010. 0.35% of 310,000 active. CHO-K1 KCNQ1, thallium flux FluxOR fluorescence; stronger effect = higher value. B-score at 10 µM. Potassium voltage-gated channel subfamily KQT member 1 (Homo sapiens), P51787;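 active means fluorescence ratio B-score, a plate-corrected score, at least three library SD, with initial intensity B-score within 5 SD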
# Target sequence (P51787 whole entry, looked up): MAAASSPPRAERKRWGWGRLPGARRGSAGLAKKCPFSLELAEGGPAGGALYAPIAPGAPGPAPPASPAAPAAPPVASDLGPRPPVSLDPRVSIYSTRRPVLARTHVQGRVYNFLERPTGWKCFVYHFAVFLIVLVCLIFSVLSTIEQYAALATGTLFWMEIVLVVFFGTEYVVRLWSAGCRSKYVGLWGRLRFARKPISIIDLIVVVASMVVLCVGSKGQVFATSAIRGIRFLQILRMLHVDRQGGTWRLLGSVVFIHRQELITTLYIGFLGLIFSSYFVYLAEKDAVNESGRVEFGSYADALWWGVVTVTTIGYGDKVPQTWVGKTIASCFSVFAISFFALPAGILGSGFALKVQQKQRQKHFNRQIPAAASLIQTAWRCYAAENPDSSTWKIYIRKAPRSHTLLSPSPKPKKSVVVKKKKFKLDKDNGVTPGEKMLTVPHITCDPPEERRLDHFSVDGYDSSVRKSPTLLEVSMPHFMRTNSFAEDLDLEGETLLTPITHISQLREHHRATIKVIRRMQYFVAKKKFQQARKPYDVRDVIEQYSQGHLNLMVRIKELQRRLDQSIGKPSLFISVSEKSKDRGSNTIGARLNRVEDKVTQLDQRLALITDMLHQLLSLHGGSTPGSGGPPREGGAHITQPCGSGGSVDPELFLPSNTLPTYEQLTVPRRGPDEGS
#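 Test system: CHO-K1 cells stably expressing KCNQ1 / Medium: assay buffer / Also added: depolarizing K+/Tl+ stimulus, K2SO4 and Tl2SO4 each 12.5 mM in 5x stock / Incubation: 90 min dye loading and 20 min compound exposure, both at room temperature / Signal: thallium influx via FluxOR fluorescence, kinetic imaging / Evaluation: B score of baseline-normalized fluorescence ratio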
# RGS4 block – RGS4 inhibitors, primary screen, cell-based, HEK293 M3R inducible RGS4, calcium flux; B-score at 10 µM; Fluo-4 calcium flux; stronger effect = higher value; triggered by carbachol at its EC20; AID 463165, 2010; Regulator of G-protein signaling 4 (Homo sapiens), P49798; 0.45% of 310,000 active;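 active means B-score, a plate-corrected calcium signal, over three deviations above library mean, with baseline fluorescence within five deviations of library mean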;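 further: RGS4 expression induced by doxycycline in cells with stable M3 receptor; B-score is computed from the integrated fluorescence ratio over baseline after carbachol; higher B-score means a larger calcium signal and so more RGS4 inhibition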
# KCNK3 block – human KCNK3 channel inhibitors, primary screen, CHO cells, FluxOR thallium flux, B-score; Potassium channel subfamily K member 3 (Homo sapiens), O14649; FluxOR fluorescence; stronger effect = lower value; B-score at 10 µM; 0.84% of 340,000 active; AID 602410, 2012;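 active means B-score under library mean minus 4 SD, starting fluorescence ratio at most library mean plus 5 SD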;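 further: more negative B-score means stronger inhibition of thallium flux through KCNK3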
# GSK3B inh – human GSK3beta kinase inhibitors, primary screen, biochemical, cell-free homogeneous, HTS | 0.038% of 300,000 active | activity score (negative = inhibition), % at 10 µM | Glycogen synthase kinase-3 beta (Homo sapiens), P49841 | AID 2097, 2009 | GST-GSK3beta kinase, ADP-Glo luminescence, 60 min; stronger effect = lower value;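 active means more than half of replicate wells score below -50%, meaning over 50% inhibition versus plate controls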;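 further: 0% = median DMSO wells and -100% = median GW8510 positive control wells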
#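 Test system – GST-tagged human GSK3beta kinase, cell-free · Incubation – 60 min enzyme reaction, room temperature · Signal – ADP-Glo luminescence · Also added – peptide substrate and ATP at 25 µM · Controls – DMSO neutral wells and GW8510 at 20 µM as positive · Buffer or medium – Tris/MgCl2 kinase buffer · Measure – Luminescence-derived activity versus plate DMSO and GW8510 wells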
# KCNQ1 inh – inhibitors of human KCNQ1 channel, primary screen, cell-based, thallium flux, high-throughput; Potassium voltage-gated channel subfamily KQT member 1 (Homo sapiens), P51787; CHO-K1 KCNQ1, FluxOR thallium flux fluorescence; stronger effect = higher value; B-score at 10 µM; 1.3% of 310,000 active; AID 2642, 2010;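 active means compounds whose thallium flux B-score, printed positive for inhibition, exceeds three library SD while starting fluorescence stays within three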;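 further: channel opened by potassium depolarization with thallium stimulus after 20 min compound exposure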
# KCNK9 block – KCNK9 potassium channel inhibitors, primary screen, HEK293 cells, thallium flux; Potassium channel subfamily K member 9 (Homo sapiens), Q9NPC2; FluxOR thallium flux fluorescence; stronger effect = lower value; B-score at 10 µM; 1.2% of 310,000 active; AID 488922, 2010;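 active means ratio B-score over 3 SD below the library mean, with starting fluorescence within 5 SD of its mean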;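 further: negative B-score means less thallium flux so channel inhibition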
# Target sequence (Q9NPC2 whole entry, looked up): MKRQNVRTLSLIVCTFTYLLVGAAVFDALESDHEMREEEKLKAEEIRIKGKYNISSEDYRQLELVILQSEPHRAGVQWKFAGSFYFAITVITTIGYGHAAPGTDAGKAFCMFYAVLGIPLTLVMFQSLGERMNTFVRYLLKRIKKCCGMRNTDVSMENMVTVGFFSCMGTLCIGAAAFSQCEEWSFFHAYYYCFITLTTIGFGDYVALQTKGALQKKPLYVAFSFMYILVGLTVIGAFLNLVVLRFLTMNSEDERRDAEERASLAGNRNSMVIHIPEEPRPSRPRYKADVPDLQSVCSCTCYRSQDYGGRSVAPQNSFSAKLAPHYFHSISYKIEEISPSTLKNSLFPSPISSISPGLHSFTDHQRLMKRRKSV
# Active calls of the source: *; i = inactive; . = not tested or not shown.
SMILES,GSK3A inh,PolyA inhibitor,DYRK1A inh,hERG rescue,RGS4 pot,KCNQ1 act,RGS4 block,KCNK3 block,GSK3B inh,KCNQ1 inh,KCNK9 block
CC1(C)CC2CC(C)(CN2C(=O)c2cc(-c3ccccc3)on2)C1 (configuration not stated),-2,i,-1,-1,i,i,i,i,-4,i,i
CC(=O)Nc1ccc(S(=O)(=O)N[C@@H](C)C(=O)N2CCN(c3ccccn3)CC2)cc1,-3,i,0,-14,i,i,i,i,-1,i,i
COc1ccc(C2CC(C(F)(F)F)n3nc(C(=O)Nc4ccc5c(c4)OCO5)cc3N2)cc1 (configuration not stated),0,i,-2,-7,i,i,i,i,1,i,i
COc1cc(OC)c(OC)cc1/C=N/NC(=O)c1cnccn1,2,i,-5,-9,i,i,i,i,2,i,i
COc1ccc(C2=NN(CCC(=O)NCC3CCCO3)C(=O)CC2)cc1 (configuration not stated),7,i,2,-7,i,i,i,i,-8,i,i
O=C(NC(=S)Nc1ccc(Cl)cc1)c1cncc(Br)c1,-2,i,6,-2,i,i,i,i,5,i,i
CCC(C)NC(=O)C1CC(c2cccc(OC)c2)=NO1 (configuration not stated),2,i,-5,-8,i,i,i,i,1,i,i
Cc1ccc(OCCNC(=O)c2ccco2)cc1C,-2,i,8,-9,i,i,i,i,-2,i,i
O=C(NNC(=O)c1ccncc1)c1ccncc1,-1,.,5,-12,i,i,i,i,-2,i,i
O=C(N=NC(=O)c1ccc2c(O)n(CC3CCCO3)c(O)c2c1)c1cccnc1 (configuration not stated),-4,i,.,0,i,i,i,i,0,i,i
Cc1ccc(NC(=O)CC(C(=O)O)c2ccccc2)cc1 (configuration not stated),-2,i,5,-5,i,i,i,i,2,i,i
Cn1nc(C(=O)NCc2ccc(Cl)cc2)c2c1-c1ccccc1S(=O)(=O)C2,-2,i,.,-7,i,i,i,i,1,i,i
COC(=O)Nc1csc2c1NC(=O)CCCC2,2,i,0,-3,i,i,i,i,-1,i,i
CCCCNC(=O)c1ccc(CS(=O)(=O)c2cccc(C(F)(F)F)c2)o1,-2,i,6,-11,i,i,i,i,1,i,i
CCN1CCN(C2=C(NS(=O)(=O)c3ccc(C)cc3)C(=O)c3ccccc3C2=O)CC1,-1,i,-3,-8,i,i,i,i,-4,i,i
CCS(=O)(=O)N1Cc2ccccc2CC1C(=O)OCC(=O)Nc1ccc(SC(F)F)cc1 (configuration not stated),-1,i,4,-20,i,i,i,i,1,i,i
CC1Sc2ccc(S(=O)(=O)N3CCC(C(=O)NCCc4ccccc4)CC3)cc2NC1=O (configuration not stated),0,i,-3,-6,i,i,i,i,4,i,i
O=c1[nH]c(C2CCCN(S(=O)(=O)c3ccc(F)cc3)C2)nc2c1nnn2Cc1ccc(F)cc1 (configuration not stated),-2,i,-5,-10,i,i,i,i,2,i,i
CN1CCC(NC(=O)Nc2cccc(C(F)(F)F)c2)CC1,1,i,2,-21,i,i,i,i,4,i,i
O=C(O)CCc1ccc(S(=O)(=O)Nc2ccccc2C(=O)NCCc2ccccc2)cc1,-9,i,3,-4,i,i,i,i,9,i,i
O=C(c1cc(-c2ccc(Br)cc2)nc2ccccc12)N1CCN(c2ccccc2O)CC1,-3,i,-1,-16,i,i,i,i,-1,i,i
COc1cccc(CCc2nnc(CCC(=O)N(C)C3CC(C)(C)NC(C)(C)C3)o2)c1,-2,i,-5,-3,i,i,i,i,3,i,i
CCOCCCNC(=O)/C(C#N)=C/c1ccc(Cl)c([N+](=O)[O-])c1,0,i,-5,-22,i,i,11*,-9.1*,1,i,i
COc1ccc(N2CCN(C(=O)C(C)(C)Oc3ccc(Cl)cc3)CC2)cc1,8,i,7,-8,i,i,i,i,-2,i,i
CC(C)CC(=O)Nc1ccccc1N1CCN(c2ccccc2)CC1,-1,i,3,-18,i,i,i,i,-2,i,i
CCOc1ccc(C2Nc3ccc4ccccc4c3-c3c2c(=O)oc2ccccc32)cc1 (configuration not stated),-3,i,2,-12,i,i,i,i,1,i,i
Nc1nc(N)nc(-c2ccccc2)n1,2,i,33,-4,i,i,i,i,-5,i,i
COc1ccccc1NC(=O)CSc1nc(=O)n(CCN2CCOCC2)c2c1CCC2,0,i,2,-10,i,i,i,i,-1,i,i
CC(C)Cc1cc(C(=O)N2CCC(N3CCC(C(=O)N4CCCC4)CC3)CC2)n[nH]1,-3,i,4,-18,i,i,i,i,-3,i,i
CC1(C)C(=O)Nc2ccccc2N1C(=O)CSc1nnc2c(Cl)cc(Cl)cn12,-1,i,-2,-6,i,i,i,i,-2,i,i
CCn1c(=S)sc2c(=O)n(CC(=O)Nc3ccc(Cl)cc3)c(C)nc21,-3,i,-1,-5,i,i,i,i,0,i,i
O=[N+]([O-])c1cccc(OCc2cn3cccnc3n2)c1,-2,i,1,-5,i,i,i,i,-2,i,i
O=C(COc1ccc2c(C(F)(F)F)cc(=O)oc2c1)Nc1ccc2c(c1)OCCO2,0,i,0,-9,i,i,i,i,1,i,i
CC(=O)Nc1ccc(S(=O)(=O)NC(C)(C#N)C2CC2)cc1 (configuration not stated),-2,i,-7,-10,i,i,i,i,-3,i,i
O=C(CSc1nnc(-c2ccccc2Cl)n1Cc1ccco1)Nc1ccc2c(c1)OCCO2,0,i,-1,-8,i,i,i,i,0,i,i
Cc1occc1C(=O)N1CCN(c2ccc(Cl)c(Cl)c2)CC1,-1,i,1,-21,i,i,i,i,-1,i,i
CCOC(=O)C1(CCc2ccccc2)CCN(C(=O)C2=C(C)OCCO2)CC1,0,i,0,-6,i,i,i,i,4,i,i
O=C(CSc1nc2ccccc2c(=O)n1-c1ccc(F)cc1)Nc1ccc(C(=O)O)cc1,-4,.,6,-8,i,i,i,i,2,i,i
O=C(Cn1c(=O)oc2ccccc21)Nc1ccc(S(=O)(=O)N2CCCCC2)cc1,2,i,-7,-5,i,i,i,i,1,i,i
Cc1sc2ccccc2[n+]1CCC(C)S(=O)(=O)[O-] (configuration not stated),-5,i,5,-6,i,i,i,i,2,i,i
COc1ccc(C(=O)NCCc2cccc(Cl)c2)cc1OC1CCN(C(C)=O)CC1,5,i,14,-7,i,i,i,i,-5,i,i
O=[N+]([O-])c1ccccc1S(=O)(=O)Nc1cccc(-c2ccc(N3CCOCC3)nn2)c1,.,i,-4,0,i,i,i,i,-3,i,i
CCNS(=O)(=O)c1c(C)cc(C)c(N(C)S(=O)(=O)c2ccccc2)c1C,0,i,0,-9,i,i,i,i,2,i,i
Cc1cc[n+](CC(=O)Nc2nc3ccccc3s2)cc1,-5,i,2,-1,i,i,i,i,0,i,i
Cc1c(N2C(=O)C(=O)/C(=C(/O)c3ccccc3)C2c2ccc(F)cc2)c(=O)n(-c2ccccc2)n1C (configuration not stated),-3,i,-2,-2,i,i,i,i,2,i,i
CC(C(=O)O)n1c(-c2ccn[nH]2)n[nH]c1=S (configuration not stated),-4,i,-3,-8,i,i,i,i,1,i,i
COc1ccc(OCc2cccc(C(=O)O)c2)cc1,-2,i,-4,-10,i,i,i,i,1,i,i
Cc1ccnc(NC(=O)c2c(-c3ccccc3Cl)noc2C)c1,-1,i,0,-9,i,i,i,i,4,i,i
Cn1cc([N+](=O)[O-])c(C(=O)Nc2ccn(C34CC5CC(CC(C5)C3)C4)n2)n1,2,i,-5,-8,i,i,i,i,2,i,i
CC(C)C(=O)Nc1ccccc1N1CCN(S(C)(=O)=O)CC1,-3,i,-2,-9,i,i,i,i,5,i,i

# (next part)
SMILES,GSK3A inh,PolyA inhibitor,DYRK1A inh,hERG rescue,RGS4 pot,KCNQ1 act,RGS4 block,KCNK3 block,GSK3B inh,KCNQ1 inh,KCNK9 block
CCOc1cc(/C=C2\SC(=NC)N(C)C2=O)cc(Cl)c1OC(C)=O,-2,i,3,-5,i,i,i,i,2,i,i
CCc1cc2c(Nc3ccc(O)cc3)nc(C)nc2s1,4,i,.,-2,i,i,i,i,-1,i,i
O=C(COc1ccc(-n2cnnn2)cc1)NC1CCCCC1,-2,i,5,-7,i,i,i,i,0,i,i
Cc1ccc(NC(=S)N2CCCCCC2)cc1,-1,i,7,-2,i,i,i,i,-4,i,i
CSc1nnc(C)c(/C=C/NOCc2ccc(Cl)cc2)n1,-2,i,-4,-6,i,i,i,i,-3,i,i
CSc1ccccc1NC(=O)CN(C)CC(=O)Nc1ccccc1F,-3,i,-3,-5,i,i,i,i,-1,i,i
O=C(CSc1nnnn1C1CCCC1)Nc1ccccc1N1CCOCC1,-2,i,-5,-9,i,i,i,i,1,i,i
COc1ccc(N(CC(=O)NCc2ccc3c(c2)OCO3)S(C)(=O)=O)cc1OC,-3,i,-4,-1,i,i,i,i,-3,i,i
COC(=O)c1ccc(C(=O)OC)c(NC(=O)COC(=O)C2CC2C)c1 (configuration not stated),0,i,-3,-15,i,i,i,i,0,i,i

# These rows are one share of the data; rates above refer to the full screens.
